Screening results (PubChem BioAssay)
ROS inducer – cancer cell ROS induction. U2OS ROS induction, H2DCF-DA fluorescence. ROS induction (% of piperlongumine), % at 10 µM. 2% of 46,000 active. AID 624156; in the data active = ROS induction above about 79%, passing the limit was not always enough; inconclusive = no clear call, values can overlap the other calls;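 also: 0% = DMSO vehicle median and 100% = reference compound median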
Active calls of the source: *; ? = inconclusive. An excerpt. The share of hits here may be higher or lower than overall.

| molecule | ROS inducer |
| --- | --- |
| N#Cc1cnc(Sc2nnc(-c3ccncc3)n2-c2ccccc2)nc1N | -25 |
| C[C@H]1CN([C@@H](C)CO)C(=O)c2cccc(NC(=O)Nc3ccccc3)c2O[C@H]1CN(C)CC1CCCCC1 | 2 |
| C[C@@H]1CN([C@H](C)CO)C(=O)CCCn2cc(nn2)CO[C@H]1CN(C)Cc1ccc2c(c1)OCCN2C | 14 |
| C[C@@H]1CN([C@H](C)CO)C(=O)Cc2cc(NC(=O)CCCCCC(=O)Nc3ccccc3N)ccc2O[C@H]1CN(C)S(=O)(=O)c1ccccc1 | 6 |
| C[C@@H]1CN([C@H](C)CO)C(=O)c2cccc(NC(=O)C3CC3)c2O[C@H]1CN(C)S(=O)(=O)c1ccc(Cl)cc1 | 2 |
| O=C(O)CCc1ccc(-c2cccs2)n1Cc1ccco1 | 29 |
| COc1ccc(S(=O)(=O)Nc2ccc3c(c2)C(=O)N([C@H](C)CO)C[C@H](C)[C@@H](CN(C)S(=O)(=O)c2ccc(F)cc2)O3)cc1 | 4 |
| CC(C)(C)c1cc(C(=O)Oc2cccc(C(F)(F)F)c2)n(Cc2ccccc2)n1 | 23 |
| CC(=O)NCCc1nc2ccccc2n1CCc1ccccc1 | 5 |
| O=C1c2ccccc2C(=O)N1CCCc1nc(-c2cccnc2)no1 | -6 |
| COc1cc2c(cc1O)C(=O)CC1C(C)(C)C(=O)CCC21C (stereo unspecified) | 9 |
| O=C(Nc1ccc2c(c1)S(=O)(=O)c1cc(NC(=O)C3CCCCC3)ccc1-2)C1CCCCC1 | 18 |
| O=C(NO)c1ccc(C(=O)N/N=C/c2cccc(B(O)O)c2)cc1 | ? |
| C[C@H](CO)N1C[C@H](C)[C@H](CN(C)CC2CCCCC2)Oc2ccc(NC(=O)Cc3cn(C)c4ccccc34)cc2CC1=O | 14 |
| O=C(CSc1nnnn1-c1ccccc1)Nc1cccc(I)c1 | -6 |
| C[C@H](CO)N1C[C@H](C)[C@H](CN(C)S(=O)(=O)c2ccc(F)cc2)Oc2ccc(NC(=O)Cc3cn(C)c4ccccc34)cc2CC1=O | 17 |
| C[C@@H]1CCCCO[C@H](CN(C)Cc2ccc(C(=O)Nc3ccccc3N)cc2)[C@@H](C)CN([C@H](C)CO)C(=O)c2cc(NS(=O)(=O)c3ccc(F)cc3)ccc2O1 | 41 |
| C[C@H]1CN([C@@H](C)CO)C(=O)c2cccc(NS(=O)(=O)c3cn(C)cn3)c2O[C@H]1CN(C)Cc1ccc(C(=O)O)cc1 | -8 |
| CCCNC(C)C(=O)Nc1ccccc1C (stereo unspecified) | -2 |
| C[C@@H]1CN([C@@H](C)CO)C(=O)Cc2cc(NC(=O)Cc3ccccc3)ccc2O[C@@H]1CN(C)S(=O)(=O)c1cn(C)cn1 | -11 |
| C[C@@H]1CN([C@@H](C)CO)C(=O)Cc2cc(NS(=O)(=O)c3cccs3)ccc2O[C@@H]1CN(C)Cc1ccccc1 | 6 |
| C[C@@H]1CCCCO[C@H](CN(C)S(=O)(=O)c2cn(C)cn2)[C@@H](C)CN([C@H](C)CO)C(=O)c2cc(NC(=O)NC3CCCCC3)ccc2O1 | -1 |
| Cc1noc(C)c1S(=O)(=O)Nc1cccc2c1O[C@@H](CN(C)Cc1ccc3c(c1)OCO3)[C@@H](C)CN([C@H](C)CO)C2=O | -2 |
| CC(C)NC(=O)N(C)C[C@H]1OCCCC[C@@H](C)Oc2ccc(NC(=O)Nc3ccc(C(F)(F)F)cc3)cc2C(=O)N([C@H](C)CO)C[C@@H]1C | 44 |
| O=C1CCC(C(=O)Nc2cc(F)cc(F)c2)=NN1 | 5 |
| COc1ccc(S(=O)(=O)N(C)C[C@H]2Oc3c(NC(=O)c4ccc(-c5nccs5)cc4)cccc3C(=O)N([C@@H](C)CO)C[C@@H]2C)cc1 | -1 |
| COc1ccc(NC(=O)Nc2ccc3c(c2)C(=O)N([C@@H](C)CO)C[C@@H](C)[C@@H](CN(C)C(=O)NC2CCCCC2)O3)cc1 | -3 |
| COc1ccc(NC(=O)N(C)C[C@@H]2Oc3ccc(NC(=O)Cn4cnnn4)cc3CC(=O)N([C@H](C)CO)C[C@H]2C)cc1 | -12 |
| O=C(CSc1nc(-c2ccccc2)cc(C(F)(F)F)n1)Nc1ccccc1Cl | -5 |
| CNC[C@H]1Oc2ccc(NC(=O)Nc3ccc(C(F)(F)F)cc3)cc2C(=O)N([C@H](C)CO)C[C@@H]1C | -8 |

The list goes on; it opens with the 2 that closed the last part.
| molecule | ROS inducer |
| --- | --- |
| O=C(CSc1nc(-c2ccccc2)cc(C(F)(F)F)n1)Nc1ccccc1Cl | -5 |
| CNC[C@H]1Oc2ccc(NC(=O)Nc3ccc(C(F)(F)F)cc3)cc2C(=O)N([C@H](C)CO)C[C@@H]1C | -8 |
| CNC[C@@H]1Oc2c(NC(=O)C3CCOCC3)cccc2C(=O)N([C@@H](C)CO)C[C@H]1C | -2 |
| Cc1ccc(S(=O)(=O)NC(=O)NN2CC3CCCC3C2)cc1 (stereo unspecified) | -2 |
| C[C@@H]1CN([C@@H](C)CO)C(=O)c2cc(NC(=O)CCCCCC(=O)Nc3ccccc3N)ccc2O[C@@H]1CN(C)Cc1ccncc1 | 6 |
| COc1cc(O[C@@H]2O[C@H](COC3OCC(O)C(O)C3O)[C@@H](O)[C@H](O)[C@H]2O)cc(OC)c1OC (stereo partly specified) | -8 |
| C[C@@H]1CN([C@@H](C)CO)C(=O)Cc2cc(NC(=O)Nc3ccccc3)ccc2O[C@@H]1CN(C)C(=O)Nc1cccc2ccccc12 | 8 |
| Cc1ccc(C(O)(CO)CO)c(O)c1 | -8 |
| Cc1c(OCC(F)(F)F)ccnc1CS(=O)c1nc2ccccc2[nH]1 (stereo unspecified) | 38 |
| C[C@@H]1CN([C@H](C)CO)C(=O)c2cccc(NC(=O)Nc3ccccc3)c2O[C@H]1CN(C)C(=O)Nc1cccc2ccccc12 | -3 |
| C[C@@H]1CN([C@@H](C)CO)C(=O)c2cccc(NS(=O)(=O)c3ccc(F)cc3)c2O[C@H]1CN(C)C(=O)Nc1ccccc1 | -2 |
| Cc1c(Cc2ccccc2)c(=O)oc2cc3oc4c(c3cc12)CCCC4 | 9 |
| COc1ccc(-n2cnc3nc(C)c(C(=O)/C=C/N(C)C)c(-c4ccccc4)c32)cc1 | -10 |
| COc1cc(OC)c(C(=O)NCCCN(C)C)cc1OC | -1 |
| CCC(Cc1ccccc1)NC(=O)c1c[nH]c2ccc(S(=O)(=O)N3CCC(C)CC3)cc2c1=O (stereo unspecified) | 6 |
| COc1ccc(S(=O)(=O)Nc2ccc3c(c2)C(=O)N([C@@H](C)CO)C[C@H](C)[C@@H](CN(C)S(C)(=O)=O)O3)cc1 | -6 |
| CC(=O)Nc1nccc(-c2cc(-c3cccc(C(F)(F)F)c3)no2)n1 | -12 |
| C[C@H]1CN([C@@H](C)CO)C(=O)c2cccc(NS(=O)(=O)c3cccs3)c2O[C@@H]1CN(C)Cc1ccccc1 | 21 |
| C[C@@H]1CN([C@H](C)CO)C(=O)Cc2cc(NC(=O)NC3CCCCC3)ccc2O[C@H]1CN(C)C(=O)Nc1cccc2ccccc12 | 3 |
| Cc1cc(O)c(C)c2c1Oc1c(C)c(O)cc(C)c1C(=O)O2 | -16 |
| CCn1c(SCC(=O)Nc2ccccc2C(F)(F)F)nnc1-c1cccc([N+](=O)[O-])c1 | 1 |
| C[C@@H]1CN([C@H](C)CO)C(=O)c2cccc(NC(=O)c3cnccn3)c2O[C@@H]1CN(C)C(=O)Nc1ccc2c(c1)OCO2 | -5 |
| C[C@H]1CN([C@@H](C)CO)C(=O)Cc2cc(NS(C)(=O)=O)ccc2O[C@H]1CN(C)S(=O)(=O)c1cn(C)cn1 | 0 |
| CSC(=NC#N)/N=c1/nc(SC)n(C)n1C | -4 |
| Cc1noc(C)c1NC(=O)Nc1ccc2c(c1)CC(=O)N([C@@H](C)CO)C[C@@H](C)[C@@H](CN(C)C(=O)NC1CCCCC1)O2 | 0 |
| C[C@@H]1CN([C@H](C)CO)C(=O)Cc2cc(NS(=O)(=O)c3ccc(Cl)cc3)ccc2O[C@@H]1CN(C)S(=O)(=O)c1ccc(F)cc1 | 5 |
| C[C@@H]1CN([C@H](C)CO)C(=O)Cc2cc(NC(=O)Nc3ccc(F)cc3)ccc2O[C@H]1CN(C)S(=O)(=O)c1ccc(Cl)cc1 | 19 |
| Cc1cc(NC(=O)CCCN2C(=O)c3cccc4cccc(c34)C2=O)n(-c2ccccc2)n1 | 11 |
| COc1ccc(S(=O)(=O)N(CC(=O)O)c2ccc(F)cc2)cc1 | -11 |
| c1ccc2[nH]c(CSc3ncnc4sc5c(c34)CCCC5)nc2c1 | -20 |
| C=C1C(=O)O[C@@H]2/C=C(/C)CC/C=C(/C(=O)O)C[C@@H](OC(=O)/C(C)=C/C)C12 (stereo partly specified) | 13 |
| C[C@H](CO)N1C[C@H](C)[C@@H](CN(C)C)Oc2ccc(NC(=O)Nc3ccc4c(c3)OCO4)cc2C1=O | 3 |

Single values from the entries so far:
ROS inducer, `Cc1noc(C)c1S(=O)(=O)Nc1cccc2c1O[C@@H](CN(C)Cc1ccc3c(c1)OCO3)[C@@H](C)CN([C@H](C)CO)C2=O` = -2
ROS inducer, `C[C@@H]1CN([C@H](C)CO)C(=O)Cc2cc(NC(=O)NC3CCCCC3)ccc2O[C@H]1CN(C)C(=O)Nc1cccc2ccccc12` = 3

New compounds follow.
| molecule | ROS inducer |
| --- | --- |
| Cn1c(=NC(=O)CCOc2ccccc2)sc2cc(Br)ccc21 | 1 |
| Cc1ccc(C)c(S(=O)(=O)NCCCn2ccnc2)c1 | -5 |
| C[C@H]1CN([C@@H](C)CO)C(=O)Cc2cc(NC(=O)CCCCCC(=O)Nc3ccccc3N)ccc2O[C@@H]1CN(C)Cc1ccc(Cl)c(Cl)c1 | 25 |
| Cc1ccc(O)c(NC(=O)CN(C)S(=O)(=O)c2ccc(Cl)cc2)c1 | -6 |
| C[C@H](CO)N1C[C@H](C)[C@H](CN(C)Cc2ccccc2)Oc2ccc(NS(=O)(=O)c3ccc(Cl)cc3)cc2CC1=O | 16 |
| C[C@H](CO)N1C[C@H](C)[C@@H](CN(C)C(=O)Nc2ccccc2)OCc2cn(nn2)CCCC1=O | -3 |
| COc1ccc(C(=O)CSc2n[nH]c(-c3ccccc3)n2)cc1[N+](=O)[O-] | 11 |
| Cc1ccc(NC(=O)c2ccc3c(c2)CCO3)cc1 | -8 |
| COc1cccc(NC(=S)N=S(C)(=O)c2ccccc2)c1 (stereo unspecified) | 6 |
| Cc1cccc(C)c1OCc1nc2c3cnn(C)c3ncn2n1 | -7 |
| COc1nnc(-c2ccc(C)c(S(=O)(=O)N(C)C)c2)c2ccccc12 | 9 |
| COc1ccc(NC(=O)N(C)C[C@H]2Oc3c(NC(=O)C4CCCCC4)cccc3C(=O)N([C@H](C)CO)C[C@@H]2C)cc1 | -6 |
| COc1cccc2cc(C(=O)Nc3sc4c(c3C(N)=O)CCCCC4)c(=O)oc12 | -8 |
| Cc1ccc([N+](=O)[O-])c(OCCCCn2cncn2)c1 | -15 |
| CC(C)NC(=O)N(C)C[C@@H]1Oc2c(NC(=O)C3CCOCC3)cccc2C(=O)N([C@H](C)CO)C[C@H]1C | -9 |
| C[C@H]1CN([C@@H](C)CO)C(=O)c2cc(NS(=O)(=O)c3cn(C)cn3)ccc2O[C@@H]1CN(C)S(=O)(=O)c1ccccc1 | 54 |
| COC(CNC(=O)c1oc2ccc3c(c2c1C)C=CC(C)(C)O3)OC | 3 |
| C[C@@H]1CN([C@@H](C)CO)C(=O)c2cc(NS(C)(=O)=O)ccc2O[C@H]1CN(C)Cc1ccc2c(c1)OCO2 | -9 |
| C[C@H]1CN([C@@H](C)CO)C(=O)c2cc(NS(C)(=O)=O)ccc2O[C@@H]1CN(C)C(=O)Nc1ccc(F)cc1 | -7 |
| C[C@H](CO)N1C[C@H](C)[C@H](CN(C)C(=O)Nc2ccc(C(F)(F)F)cc2)Oc2ccc(NC(=O)Nc3ccc(C(F)(F)F)cc3)cc2CC1=O | 14 |
| COCCOC(=O)N1C(=O)[C@@]2(c3ccccc31)[C@H](c1ccccc1OCCO)N1[C@H](c3ccccc3)[C@H](c3ccccc3)OC(=O)[C@H]1[C@@H]2C(=O)N1CCN(c2ncccn2)CC1 | 111* |
| O=C(N1CCOCC1)N1CCN(c2ccccc2F)CC1 | -3 |
| C[C@@H]1CN([C@@H](C)CO)C(=O)c2cc(NC(=O)Nc3ccc(F)cc3)ccc2O[C@@H]1CN(C)Cc1ccc(Oc2ccccc2)cc1 | 20 |
| C[C@H](CO)N1C[C@H](C)[C@H](CN(C)C(=O)c2ccc(N3CCN(C)CC3)cc2)OCc2cnnn2CCCC1=O | -10 |
| O=C(OCCN1CCOCC1)c1ccc(O)cc1 | -12 |
| Cc1onc(-c2ccccc2Cl)c1C(=O)N(Cc1nc(-c2ccccc2)no1)C1CCCCC1 | 11 |
| C[C@@H]1CN([C@H](C)CO)C(=O)Cc2cc(NS(=O)(=O)c3ccccc3)ccc2O[C@H]1CN(C)Cc1ccc(C(F)(F)F)cc1 | 217* |
| C[C@@H]1CN([C@@H](C)CO)C(=O)c2cccc(NC(=O)c3cnccn3)c2O[C@@H]1CN(C)S(=O)(=O)c1ccc(F)cc1 | -3 |
| C=CCNC(=O)[C@@H]1[C@H]2C(=O)O[C@H](c3ccccc3)[C@H](c3ccccc3)N2[C@H](c2ccc(O)cc2)[C@@]12C(=O)Nc1ccccc12 | 23 |
| CSc1cccc(NC(=S)NCc2cccn2C)c1 | -5 |

Part of the list above, as labelled records.
C[C@H](CO)N1C[C@H](C)[C@@H](CN(C)C(=O)Nc2ccccc2)OCc2cn(nn2)CCCC1=O
  ROS inducer = -3

COc1ccc(C(=O)CSc2n[nH]c(-c3ccccc3)n2)cc1[N+](=O)[O-]
  ROS inducer = 11

Cc1ccc(NC(=O)c2ccc3c(c2)CCO3)cc1
  ROS inducer = -8

COc1cccc(NC(=S)N=S(C)(=O)c2ccccc2)c1 (stereo unspecified)
  ROS inducer = 6

(next part)
| molecule | ROS inducer |
| --- | --- |
| Cc1ccc(CN(C)C[C@@H]2OCc3cn(nn3)CCCC(=O)N([C@H](C)CO)C[C@@H]2C)cc1 | -8 |
| C=CC[C@H]1Cc2ccccc2[C@H](CC=C)N1 | 6 |
| C/C(=N\O)c1cc(-c2ccccc2)c(C(F)(F)F)s1 | 0 |
| O=C(O)COc1cccc(-c2nc3ccccc3s2)c1 | 6 |
